# Source: PubChem
# DRD3 agonist: qHTS of D3 Dopamine Receptor Agonist: qHTS; D(3) dopamine receptor (Homo sapiens), P35462; max activation, %; 410,000 compounds, 0.58% hits; D3R DiscoveRx beta-arrestin cells, luminescence, 90 min; AID 652048, 2013; in the data active means max activation above about 30%; further: 0% is about no effect; mostly tested at two doses, the higher about 12 µM
# Target sequence (P35462 whole entry, looked up): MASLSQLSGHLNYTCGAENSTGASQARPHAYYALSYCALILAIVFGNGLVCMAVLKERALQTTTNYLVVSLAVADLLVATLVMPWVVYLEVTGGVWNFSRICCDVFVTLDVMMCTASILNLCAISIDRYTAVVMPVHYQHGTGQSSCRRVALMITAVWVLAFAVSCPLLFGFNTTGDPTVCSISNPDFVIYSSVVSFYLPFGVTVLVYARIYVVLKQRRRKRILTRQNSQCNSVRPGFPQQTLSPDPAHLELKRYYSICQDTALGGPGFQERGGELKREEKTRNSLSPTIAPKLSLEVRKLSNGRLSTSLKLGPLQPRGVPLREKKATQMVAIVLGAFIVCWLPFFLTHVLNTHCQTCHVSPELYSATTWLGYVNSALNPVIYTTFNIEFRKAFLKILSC
#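 Cells at 1500/well, incubated overnight, then treated with pinned compounds (dopamine as control) for 90 min at 37 degrees C. DiscoveRx reagent added for 30 - 60 minutes at room temperature; luminescence read.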
# EPAC2 antag: qHTS for Antagonist of cAMP-regulated guanine nucleotide exchange factor 2 (EPAC2): primary screen. AID 720708, 2013. EPAC2 GEF exchange of Rap1B-BODIPY-GDP, fluorescence. Rap guanine nucleotide exchange factor 4 (Homo sapiens), Q8WZA2. 360,000 compounds, 0.18% hits. Potency, µM (highest dose often 114 µM), for the others: top-dose activity, negative = inhibition, actives largely listed as inhibitors; further: potency means the concentration at half of the fitted maximal effect; on the % scale 0 is the no-effect control and ±100 the full control effect; nearly all actives have a fitted effect of over 45% in size; many of its hits are not listed in these tables
# Abeta yeast res: qHTS for compounds that reverse cellular toxicity of Amyloid beta (A-beta) peptide in yeast: Primary Screen | 410,000 compounds, 0.063% hits | yeast expressing A-beta42, growth rescue, OD600, 48 h; response scale: 0% DMSO, 100% iron-clioquinol control | Potency, µM (doses to about 46.1 µM), inactives show top-dose growth rescue, most hits filed as activators; further: potency means the concentration at half of the fitted maximal effect; nearly all actives have a fitted effect of over 55% in size
#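 Yeast growth medium received pinned compounds, then yeast cells expressing toxic A-beta were added; plates incubated at 30 C for 48 hr. Growth read as absorbance at 600 nm, normalized to DMSO and equimolar FeCl3 plus clioquinol controls.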
# DRD3 antagonist: qHTS of D3 Dopamine Receptor Antagonist: qHTS; D(3) dopamine receptor (Homo sapiens), P35462; D3R cells, DiscoveRx beta-arrestin luminescence, antagonist mode; active compounds read low; max response, negative = inhibition, %; 360,000 compounds, 2.5% hits; AID 652054, 2013; in the data active means max response below about -50%; inconclusive means no clear call, values can overlap the other calls; further: on the % scale 0 is the no-effect control and ±100 the full control effect; mostly tested at two doses, the higher about 12 µM
#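 Cells plated overnight at 1500 cells/well, then exposed to library compounds with dopamine controls for 90 minutes at 37 degrees C. DiscoveRx reagent added for 30–60 minutes at room temperature; luminescence read, quantitative HTS format.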
# TDP-43 yeast inh: qHTS of TDP-43 Inhibitors | TDP-43 expressing yeast growth rescue, BacTiter-Glo, 24 h | Potency, µM (top dose mostly 46.1 µM), for the others: at the highest dose growth rescue (activation), hits mostly activators | 410,000 compounds, 1.8% hits | AID 652104, 2013; further: potency means the concentration at half of the fitted maximal effect; % of control where 0% means no effect; nearly all actives have a fitted effect of over 50% in size
#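 Readout is BacTiter-Glo luminescence of cell growth, so inhibitors register as activators. TDP-43-expressing yeast at OD600=0.02 in galactose medium, after raffinose pregrowth to mid-log, were incubated with compound for 24 hr at 30 deg C.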
# EPAC2 agonist: qHTS for Agonist of cAMP-regulated guanine nucleotide exchange factor 4 (EPAC2): primary screen; Potency, µM (highest dose often 154 µM), for the others: at the top dose activation, hits mostly activators; EPAC2 activation, biochemical qHTS; response scale: 100% = 6.5 mM cAMP response; Rap guanine nucleotide exchange factor 4 (Homo sapiens), Q8WZA2; 360,000 compounds, 0.079% hits; AID 720711, 2013; further: potency means the concentration at half of the fitted maximal effect; nearly all actives have a fitted effect of over 50% in size
#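 Compounds were added across a concentration range to EPAC2 (100 nM), RAP1B-BODIPY-GDP (250 nM) and GDP (50 uM). After 5 min at room temperature, fluorescence was recorded at 5-min intervals for 30 min.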
# aSyn rescue: qHTS of alpha-syn Inhibitors; Yeast expressing alpha-synuclein, growth rescue, BacTiter-Glo, 24 h; Potency, µM (top dose mostly 46.1 µM), inactives show at the top dose growth rescue (activation), most hits filed as activators; 370,000 compounds, 0.14% hits; AID 652106, 2013; further: potency means the concentration at half of the fitted maximal effect; % of control where 0% means no effect; nearly all actives have a fitted effect of over 65% in size
#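 Screening used galactose-induced yeast with toxic alpha-synuclein levels, exposed to compound for 24 hr at 30 deg C. Cell growth, read with BacTiter-Glo luminescence, gave the measured signal.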
# FUS suppressor: qHTS for Suppressors of FUS Proteinopathy: Primary screen using FUS-linked yeast assay; S. cerevisiae FUS-expressing, growth rescue, OD600, 24 h; Potency, µM (top dose mostly 76.6 µM), inactives show at the highest dose growth rescue (activation), hits mostly activators; 390,000 compounds, 0.24% hits; AID 1347120, 2019;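 further: potency means the concentration at half of the fitted maximal effect; plate controls were DMSO vehicle for no effect and reference control for full effect; nearly all actives have a fitted effect of over 55% in size; some results filed as inactive show a strong effect at the top dose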
#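 S. cerevisiae expressing FUS from galactose induction served as the toxicity model. Growth after 24hr at 30C, read as absorbance at 600 nm, indicates suppression of toxicity; compounds dosed at several concentrations.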
# An asterisk follows results filed as active; ? = inconclusive; . = no result given; & = joins results of further samples; [ ] = dose if it differs, or a comment. Unless noted, the call rests on the fitted dose curve; in most records, active means well fitted curve in the direction sought with a large enough effect; inconclusive means small, poorly fitted or top-dose-only effect, or another doubt; inactive means no such curve, though single readings can be large; an effect the other way counts as inactive or inconclusive. The list is partial. The share of hits here may be higher or lower than overall.
SMILES,DRD3 agonist,EPAC2 antag,Abeta yeast res,DRD3 antagonist,TDP-43 yeast inh,EPAC2 agonist,aSyn rescue,FUS suppressor
O=c1cc(COc2ccc(Cl)cc2Cl)nc2scc(-c3ccccc3)n12,-1,.,1%,.,15%,.,.,-6%
CCOC(=O)C1=C(C)NC(=O)NC1/C=C/c1ccccc1 (stereo not given),-10,8%,1%,?,-15%,0%,1%,-4%
Cc1cc(C(=O)N2CC(C)CC(C)C2)n(-c2ccccc2)n1 (stereo not given),-8,-28%,-6%,0,13%,15%,-6%,-2%
CC[C@@H]1[C@H]2CCCC(=O)N3CC[C@@H](C[C@@H]1OC(=O)NCc1ccccc1)[C@@H]23,-8,16%,2%,-23,18%,9%,2%,1%
Cc1cc(C)c2c(=O)n(CC(=O)Nc3ccc(Cl)cc3)sc2n1,8,4%,-92%[inhibitor],?,?,-5%,-66%[inhibitor],2%
COc1cccc(NC(=O)Nc2cc(C(=O)NCC3CCCO3)ccc2N2CC3CC(C2)c2cccc(=O)n2C3)c1 (stereo not given),-10,1%,-1%,0,-3%,1%,-5%,30%
CN(C)C(=O)c1cccc(-c2ccc3nncn3c2)c1,-8,1%,-11%,-10,-7%,5%,0%,-29%
COc1ccc(C(=O)N/C(=C\c2ccccc2)C(=O)Nc2ccc(C(=O)NCC(=O)O)cc2)cc1,0,-24%,-16%,-19,-13%,7%,-12%,15%
CNC[C@H](CC1CCCCC1)NC[C@H](CO)NCC1(c2ccccc2)CC1,-28,-4%,-5%,12,6%,5%,4%,-12%
NS(=O)(=O)c1ccc(NC(=O)c2cccc(N3C(=O)c4ccccc4C3=O)c2)cc1,-10,?,0%,1,9%,15%,9%,34%
O=c1cnc2ccccc2n1Cc1ccc(Br)cc1,11,-25%,?,-9,?,6%,-1%,-9%
CCc1nnc(NC(=O)CN2CCN(CC)CC2)s1,-4,0%,-15%,-12,-2%,-2%,0%,-19%
Cc1nn(-c2ccccc2)c(C)c1C(=O)OCC(=O)Nc1ccccc1Cl,1,8%,8%,9,10%,1%,1%,-52%[inhibitor]
COc1ccc2[nH]cc(C(=O)CN3CC(C)CC(C)C3)c2c1 (stereo not given),-2,-7%,-16%,7,-23%,-14%,9%,9%
CCCNCC(O)Cn1c2ccccc2n2c(=O)cc(C)c(C#N)c12 (stereo not given),4,2%,5%,24,4%,5%,-9%,-3%
C[C@@H]1CN([C@H](C)CO)C(=O)CCCn2nncc2CO[C@H]1CN(C)Cc1cccc(C(F)(F)F)c1,-5,4%,1%,-9,2%,-1%,-3%,-22%
CCCOc1cccc(-c2cc(-c3n[nH]c(=S)n3CC)c3ccccc3n2)c1,-18,-21%,-11%,-28,?,28%,14%,?
O=[N+]([O-])c1ccc(N2CCCC2)cc1N1CCCC1,-6,-22%,-53%[inhibitor],0,16µM*,12%,2%,23%
COc1cccc(NC(=O)C2CC(=O)OC23CCOC(C)(C)C3)c1 (stereo not given),4,-2%,5%,-29,-5%,-3%,5%,1%
CCCc1cc(NC(=O)COC(=O)c2nccnc2N)n(-c2ccccc2)n1,-1,-10%,-6%,6,8%,1%,1%,0%
CN(CC(=O)Nc1ccc(Cl)c(C(F)(F)F)c1)C(=O)c1ccc(S(=O)(=O)N2CCOCC2)cc1,-12,-5%,11%,-3,14%,0%,3%,?
CCOC(=O)N1CCN(C(=O)c2ccc(S(=O)(=O)Nc3cccc(C(F)(F)F)c3)cc2)CC1,-5,34%[activator],-2%,2,-8%,3%,-14%,45%
CC1CCCN(CCC(=O)c2ccc(Br)cc2)C1 (stereo not given),-15,3%,8%,-1,5%,-6%,-20%,-8%
CNC(=O)c1ccc(CN(C)C(=O)c2cccc(S(=O)(=O)N3CCc4ccccc4C3)c2)cc1,2,6%,-8%,5,19%,4%,-1%,-1%
O=C(O)COc1ccccc1C1C2C(=O)N(c3ccccc3)C(=O)C2ON1c1ccccc1 (stereo not given),6,15%,13%,6,-16%,-1%,?,29%

# Compound profiles (already shown).
# CCc1nnc(NC(=O)CN2CCN(CC)CC2)s1 is entered as DRD3 agonist = -4; EPAC2 antag = 0%; Abeta yeast res = -15%; DRD3 antagonist = -12; TDP-43 yeast inh = -2%; EPAC2 agonist = -2%; aSyn rescue = 0%; FUS suppressor = -19%
# CC[C@@H]1[C@H]2CCCC(=O)N3CC[C@@H](C[C@@H]1OC(=O)NCc1ccccc1)[C@@H]23 is entered as DRD3 agonist = -8; EPAC2 antag = 16%; Abeta yeast res = 2%; DRD3 antagonist = -23; TDP-43 yeast inh = 18%; EPAC2 agonist = 9%; aSyn rescue = 2%; FUS suppressor = 1%
# COc1ccc2[nH]cc(C(=O)CN3CC(C)CC(C)C3)c2c1 (stereo not given) is entered as DRD3 agonist = -2; EPAC2 antag = -7%; Abeta yeast res = -16%; DRD3 antagonist = 7; TDP-43 yeast inh = -23%; EPAC2 agonist = -14%; aSyn rescue = 9%; FUS suppressor = 9%

# (further entries)
SMILES,DRD3 agonist,EPAC2 antag,Abeta yeast res,DRD3 antagonist,TDP-43 yeast inh,EPAC2 agonist,aSyn rescue,FUS suppressor
CCOC(=O)c1cnc(-n2nc(C)cc2C)nc1N(C)C,1,-3%,-1%,-21,21%,9%,-1%,10%
O=C(CC(c1ccccc1)c1ccccc1)NCCO,1,0%,8%,-1,10%,-9%,-3%,-25%
Cc1ccc(N2CC(C(=O)NCCS(=O)(=O)N3CCN(c4ccc(F)cc4)CC3)CC2=O)cc1 (stereo not given),1&7,2%,15%&-7%,9,-8%&25%,-8%,2%,2%&-7%
COc1ccc(N/C=C/C(=O)c2ccc(Oc3ncccn3)cc2)cc1,8,2%,-1%,4,-13%,10%,?,25%
CCC1=[N+](CC(=O)c2ccc(Br)cc2)CCn2c(C)ccc21,-10,3%,-1%,?,-11%,13%,-10%,27%
CCc1cccc2c(C(=O)CSc3nncn3C)c[nH]c12,-3,10%,-3%,-9,-1%[9.22 µM],3%,0%,9%
Nc1nnc(SCC(=O)OCc2ccc(F)cc2)s1,-2,1%,-2%,0,-4%,9%,-3%,21%
CCCCNC(=O)c1ccc(NC(=O)C2CCCO2)cc1 (stereo not given),2,-5%,-3%,-6,?,10%,4%,27%
c1ccc2c(Nc3nc(N4CCOCC4)c4ccccc4n3)cccc2c1,-5,?,-34%,2,2%,2%,-13%,20%
O=C(Nc1ccc2c(c1)OCO2)C(c1ccc(Cl)cc1)N1CCN(C(=O)c2ccco2)CC1 (stereo not given),-6,-4%,22%,4,1%,3%,-4%,44%
O=C(O)c1cccc(COCC(F)(F)C(F)F)c1,-9,8%,-6%,9,-29%,-4%,-10%,-8%
COc1ccc(Br)cc1/C=N/n1c(-c2ccccc2)n[nH]c1=S,-2,16%,-6%,-1,8%,8%,1%,-10%
O=C(O)c1cccc(COc2cccc3ccccc23)c1,2,-2%,-17%,0,35µM*,5%,-52%[inhibitor],2%
CC(C)OCCCNc1nc(Cl)nc2c1cnn2C,-4,-1%,-2%,-14,0%,2%,-1%,-3%
CCOC(=O)N1CCN(C(=O)c2ccc3c(=O)n4c(nc3c2)CCCCC4)CC1,2,-3%,6%,3,2%,9%,-2%,3%
Cc1cccc(CCNC(=O)CCNC(=O)Cn2ccc3ccccc3c2=O)c1,-8,8%,3%,-10,22%,-4%,0%,.
CC1Sc2ccc(C(=O)O)cc2NC1=O (stereo not given),-4,-2%,-2%,0,-33%[inhibitor],4%,-5%,33%
C[C@@H]1CN([C@H](C)CO)C(=O)Cc2cc(NC(=O)CCC(F)(F)F)ccc2O[C@@H]1CN(C)S(=O)(=O)c1ccccc1,11,3%,5%,-3,13%,-3%,0%,10%
COc1ccc(C(=O)N(Cc2ccccc2)c2ccc(C)cc2)cc1S(=O)(=O)N1CCOCC1,-2,-11%,7%,1,25%,3%,0%,38%
Cc1noc(NS(=O)(=O)c2ccc(NC(=O)CSc3nnc4c(n3)[nH]c3ccccc34)cc2)c1C,-1,-5%,-4%,14,12%,9%,0%,?
COc1ccc(-c2cc(C(=O)N3CCCCCC3)no2)cc1,-15,-11%,-30%[inhibitor],-17,-2%,7%,-9%,35%
O=C(Nc1cc(Cl)ccc1Cl)c1ccc2c(c1)N(Cc1cccc(Cl)c1)C(=O)c1ccccc1S2=O (stereo not given),6,.,-10%,.,-8%,.,.,43%
CCCCN(CCCC)Cc1cc(=O)oc2ccccc12,11,?,-11%,24,18%,0%,-11%,-11%
OC1CCCN(CC(O)COC(c2ccc(F)cc2)c2ccc(F)cc2)C1 (stereo not given),-16,0%,-13%,5,-12%,3%,10%,2%
CC(C)[C@H](NC(=O)N1c2ccccc2NC(=O)[C@@H]1C(C)C)C(=O)N[C@H](C(=O)O)c1ccccc1,7,13%,-24%,-6,-16%,-1%,0%,-13%
COc1cc(C(=S)N2CCOCC2)ccc1OC(=O)c1cc(OC)c(OC)c(OC)c1,8,-4%,-1%,25,-11%,-1%,-1%,1%

# Of the compounds above, two contain two or more sulfur atoms.
SMILES,DRD3 agonist,EPAC2 antag,Abeta yeast res,DRD3 antagonist,TDP-43 yeast inh,EPAC2 agonist,aSyn rescue,FUS suppressor
Nc1nnc(SCC(=O)OCc2ccc(F)cc2)s1,-2,1%,-2%,0,-4%,9%,-3%,21%
Cc1noc(NS(=O)(=O)c2ccc(NC(=O)CSc3nnc4c(n3)[nH]c3ccccc34)cc2)c1C,-1,-5%,-4%,14,12%,9%,0%,?
